S3 lipid droplet = qHTS Assay for Lipid Storage Modulators in Drosophila S3 Cells. Drosophila S3 cells, BODIPY lipid droplet fluorescence, 18-24 h; cells fed with added oleic acid. lipid storage change, negative = inhibition, % at the top dose, mostly 46.1 µM; hits show Potency in µM. 320,000 compounds, 0.64% hits; active = well fitted inhibition curve with a large enough effect in the signal ratio, with a control signal flat, not every such curve was filed as active; inconclusive = small, poorly fitted or top-dose-only effect, or effect the other way, or a change in a side signal; the % refers to the signal ratio
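Drosophila S3 cells got compounds at several concentrations plus oleic acid (400 uM solution). Laser-scanning cytometry with 488 nm excitation read lipid droplets at 500-530 nm and cells at 575-640 nm. Percent activity was relative to 20 uM Triacsin C.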
S3 lipid droplet cell count max = second read-out of S3 lipid droplet, no call of its own (marks repeat the call); cell number change, %; measured here: cell count max response;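 cells counted by Cell Tracker Red CMTPX staining in the red channel; peak over a dose series mostly up to 46.1 µM; percent activity relative to internal control wells on each plate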
Starred values were filed as active, the others as inactive; i = inactive; ? = inconclusive; nt = not tested or not shown; [ ] = dose if it differs, or a comment. % is scaled to controls: 0 for no effect and ±100 for the full control effect; potency is read from the fitted curve at half-maximal effect. These rows are one share of the data; rates above refer to the full screens.

SMILES | S3 lipid droplet | S3 lipid droplet cell count max
O=C(OCc1ccccc1C(F)(F)F)c1cc([N+](=O)[O-])ccc1N1CCOCC1 | ? | nt
CNC(=O)c1c(NC(=O)c2ccc(S(=O)(=O)N3CCCC3)cc2)sc2c1CCN(C(C)C)C2 | ? | nt
NC(=O)NC(=O)COC(=O)CCCCCNS(=O)(=O)c1ccc2c(c1)OCCO2 | ? | nt
CCOC(=O)N1CCN(C(=O)c2ccc3nc4ccc(Cl)cc4c(=O)n3c2)CC1 | ? | nt
C/C(=N\Nc1nnc(-c2ccccc2)c(-c2ccccc2)n1)c1cccc([N+](=O)[O-])c1 | ? | nt
O=C(NCC(=O)N1CCCC1)c1ccccc1F | i | -2
Cc1cccc(C)c1OCCSc1nc2ccccc2n1CC(=O)O | ? | nt
O=[N+]([O-])c1cc([N+](=O)[O-])c(Oc2ccc(Br)cc2Br)cc1NN1CCCCC1 | ? | nt
CN1C(=O)C2(OCCCO2)c2cc(Cl)ccc21 | ? | nt
CCn1cc(/C=C/C(=O)Nc2c(C)nn(Cc3ccccc3)c2C)cn1 | ? | nt
Cc1nonc1OC(C)CNCCNc1ccc([N+](=O)[O-])cc1 (centres undefined) | ? | nt
CCN(CC)S(=O)(=O)c1ccc(N2CCN(S(=O)(=O)c3ccccc3)CC2)nc1 | ? | nt
O=Nc1c(-c2ccccc2)[nH]n(-c2ccccc2)c1=O | ? | nt
COc1cccc(N2CCN(C(=O)C3CCC(=O)N(C4CCCCCC4)C3)CC2)c1 (centres undefined) | ? | nt
COc1ccc([N+](=O)[O-])cc1NC(=O)CC(c1ccccc1)c1ccccc1 | 9% | -12
COc1cccc(/C=C(\CC(=O)O)c2nc3ccccc3s2)c1 | -1% | -3
O=C(NNC(=S)Nc1ccc(Cl)cc1)c1cccs1 | ? | nt
COc1cc(OC)cc(-c2cc3nc4c(c(N5CCN(c6ncccn6)CC5)n3n2)CCCC4)c1 | ? | nt
COc1cc(SC)ccc1C(=O)Nc1cccc(C2OCCCO2)c1 | ? | nt
CC(C)=CC(=O)OCC(=O)Nc1cc(C)cc(C)c1 | 9% | 20
O=C(c1ccc(F)cc1)N(c1ccccn1)C1CCCCC1 | 15% | 3
Cc1cc(C)c(S(=O)(=O)NCCC2CCCN2C)c(C)c1 (centres undefined) | ? | nt
Cc1cccc(C)c1NC(=O)CSc1nnc(C)n1CC1CCCO1 (centres undefined) | 14% | 13
Cc1cc(C)c2c(NC(=O)CCl)nn(C)c2n1 | ? | nt
C[C@H](NC(=O)c1nc[nH]c1C(=O)N[C@@H](Cc1ccccc1)C(=O)OCc1ccccc1)C(=O)OCc1ccccc1 | ? | nt
Remaining list, next part:
SMILES | S3 lipid droplet | S3 lipid droplet cell count max
CCOC(=O)[C@H]1[C@H]2COc3ccc(OC)cc3[C@@H]2N2C(=O)c3ccc(F)cc3NC(=O)[C@@]12C | ? | nt
Cc1ccc2c(c1)S/C(=C/c1ccc[n+](CCO)c1)N2C | -3% | 5
CC(=O)Nc1ccc(Nc2ccc(S(=O)(=O)C(F)(F)F)cc2[N+](=O)[O-])cc1 | -5% | 1
COc1ccc(CN2CCCC(C(=O)N3CCCCC3)C2)cc1 (centres undefined) | ? | nt
Cc1cc(OC(=O)C2CC2)c([N+](=O)[O-])c(=O)[nH]1 | -1% | 6
O=C1Nc2ccccc2C1C(C[N+](=O)[O-])c1ccccc1 (centres undefined) | ? | nt
O=C(C1CCCN(S(=O)(=O)c2cccc3cccnc23)C1)N1CCN(c2ccccc2F)CC1 (centres undefined) | ? | nt
O=C(NCc1ccc2c(c1)OCO2)Oc1ccccc1 | ? | nt
Cc1ccc(C2(C)NC(=O)N(CC(=O)NC(=O)NC(C)C)C2=O)cc1 (centres undefined) | ? | nt
COc1ccc(C(=O)N(CCN2CCOCC2)CC(=O)NC2CCCC2)cc1OC | ? | nt
COC(=O)c1ccc(Oc2nc(NC(C)C)nc(N(C)C)n2)cc1 | ? | nt
CN1CCN(S(=O)(=O)c2ccc(NC(=O)c3ccc(Br)o3)cc2)CC1 | 6% | -9
Cc1ccc(CSc2nnc(CCCCCNC(=O)OC(C)(C)C)o2)cc1 | ? | nt
Cc1cc(=O)oc2cc(OCC(=O)Nc3ccc4[nH]c(=O)[nH]c4c3)ccc12 | -17% | 4
COc1ccccc1N(C)S(=O)(=O)c1ccc(C(=O)NC(C)c2ccccc2)cc1 (centres undefined) | ? | nt
COc1ccc(C2SCCN2C(=S)Nc2ccc(F)cc2)cc1 (centres undefined) | 0% | -14
COCCN(CCOC)S(=O)(=O)c1ccc(C(=O)Nc2c(C)n(C)n(-c3ccccc3)c2=O)cc1 | ? | nt
CCC(C)N(NC(C)=O)c1nc(Cl)nc(NC(C)(C)C)n1 (centres undefined) | ? | nt
COC(=O)c1ccc(N2CN=C(c3ccc(C)cc3)NC2=S)cc1 | ? | nt
COc1ccc(-c2cc(C(=O)N/N=C(\C)c3ccco3)c3ccccc3n2)c(OC)c1 | 11% | nt
Cc1c(C(=O)NCc2ccc3c(c2)OCO3)oc2ccc(S(=O)(=O)N3CCCCCC3)cc12 | 14% | -10
COc1cc2c(cc1NC(=O)COC(=O)CNC(=O)c1ccccc1)oc1ccccc12 | 9% | 1
S=C(NCc1ccc(Cl)cc1)Nc1ccccc1Cl | 13% | 8
Cc1cc(C(=O)NNC(=O)Nc2ccc(Cl)cc2)no1 | ? | nt
c1ccc(OCc2nn3c(-c4cccnc4)nnc3s2)cc1 | ? | nt

4 entries from above in a different format.
S3 lipid droplet	S3 lipid droplet cell count max	compound
9%	-12	COc1ccc([N+](=O)[O-])cc1NC(=O)CC(c1ccccc1)c1ccccc1
-1%	-3	COc1cccc(/C=C(\CC(=O)O)c2nc3ccccc3s2)c1
?	nt	O=C(NNC(=S)Nc1ccc(Cl)cc1)c1cccs1
?	nt	COc1cc(OC)cc(-c2cc3nc4c(c(N5CCN(c6ncccn6)CC5)n3n2)CCCC4)c1

Next section.
SMILES | S3 lipid droplet | S3 lipid droplet cell count max
O=C(OCn1nnc2ccccc2c1=O)c1ccco1 | ? | nt
CNC(=O)c1c(NC(=O)C(C)C)sc2c1CCC2 | 2% | 11
CN(C(=O)COC(=O)c1n[nH]c2ccccc12)c1ccccc1 | ? | nt
CCOC(=O)c1cc2ccc(OC)c(OC)c2c(=O)s1 | ? | nt
O=C1N=C(N2CCCCC2)S/C1=C\c1ccncc1 | ? | nt
CCO[C@@H]1OC(C(=O)NC2CC2)=C[C@H](c2ccc(C(F)(F)F)cc2)[C@H]1CCCO | ? | nt
COc1ccccc1C(=O)NCC(c1cccs1)N1CCc2ccccc21 (centres undefined) | ? | nt
Cc1cc(C)nc(SCc2ccc(C(=O)N/N=C/c3ccncc3)cc2)n1 | -6% | -15
Cc1nc2nc3c(cn2n1)C(=O)CCC3 | i | 23
CCOC(=O)C1=C(C)NC(=O)NC1c1ccc(N(CC)CC)cc1 (centres undefined) | ? | nt
CCOC(=O)CC(=O)CSc1nc2c(sc(=S)n2-c2ccccc2)c(=O)[nH]1 | -9% | 3
O=C(NCc1cccs1)Nc1ccc2c(c1)OCO2 | ? | nt
O=C(Nc1ccc2c(c1)OCO2)C1CCCN1C(=O)Nc1ccccc1F (centres undefined) | i | nt
Cc1ccc(OCc2nnc(NC(=O)OCC(C)C)s2)c(C)c1 | i | nt
CCC(C)n1cnc2c(c1=O)c1nc3ccccc3nc1n2-c1ccc2c(c1)OCCO2 (centres undefined) | ? | nt
CCC(=O)Nc1nc2ccc(NC(=O)c3cc(OC)c(OC)c(OC)c3)cc2s1 | -2% | 25
Cc1ccc(-c2nnc(SCC(=O)NC3CCCC3)n2C)cc1 | ? | nt
COc1cc(N=c2oc3c(C)ncc(CO)c3cc2C(N)=O)cc(OC)c1OC | -7% | 0
COc1ccccc1N1CCN(Cc2ccc(-c3ccccc3[N+](=O)[O-])o2)CC1 | ? | nt
O=C(Nc1ccc(Br)cc1)c1ccc(CSC2=NCCS2)cc1 | ? | nt
CCOC(=O)N1CCN(C(=O)c2ccc(S(=O)(=O)Nc3cccc(C(F)(F)F)c3)cc2)CC1 | ? | nt
CCN1C(=O)/C(=C\C=C2/C=CC=CN2CC)SC1=S | ? | nt
NC(=S)Cc1nc2n(n1)Cc1ccccc1-2 | i | -20
CC(=O)N1CC[n+]2c(-c3ccc(Cl)cc3)csc21 | ? | nt
COC(=O)c1cccc(NC(=O)CN2C(=O)C3CCCCC3C2=O)c1 (centres undefined) | ? | nt

4 compounds out of the list above, sorted by the number in S3 lipid droplet cell count max, highest first:
SMILES | S3 lipid droplet | S3 lipid droplet cell count max
CCC(=O)Nc1nc2ccc(NC(=O)c3cc(OC)c(OC)c(OC)c3)cc2s1 | -2% | 25
CCOC(=O)CC(=O)CSc1nc2c(sc(=S)n2-c2ccccc2)c(=O)[nH]1 | -9% | 3
COc1cc(N=c2oc3c(C)ncc(CO)c3cc2C(N)=O)cc(OC)c1OC | -7% | 0
Cc1cc(C)nc(SCc2ccc(C(=O)N/N=C/c3ccncc3)cc2)n1 | -6% | -15

(list continues)
SMILES | S3 lipid droplet | S3 lipid droplet cell count max
Cc1ccc(C(=O)NC(NCc2ccco2)C(Cl)(Cl)Cl)cc1 (centres undefined) | 17% | 13
Cc1cc(C2=CC(C)(c3cc(C)oc3C)Nc3nc(C(F)(F)F)nn32)c(C)o1 (centres undefined) | ? | nt
S=C(Nc1ccc(Cl)cc1Cl)Nn1cnnc1 | ? | nt
COc1cc(C2c3c(oc4ccc(C)cc4c3=O)C(=O)N2c2cc(C)ccn2)cc(OC)c1OC (centres undefined) | 6% | 17
CCn1c(=O)cc(OCC(=O)NC(C)c2ccc3c(c2)OCCO3)c2ccccc21 (centres undefined) | ? | nt
Cc1nn(C(C)C(=O)Nc2ccc3c(c2)OCO3)c(C)c1[N+](=O)[O-] (centres undefined) | 16% | 6
O=C(N/N=C/c1cccc([N+](=O)[O-])c1)C1CC(=O)N(c2ccc(Cl)cc2)C1 (centres undefined) | ? | nt
O=C(O)CCCNS(=O)(=O)c1cccc2nsnc12 | ? | nt
Cc1ccc(N(C(=O)Cn2nnc(-c3ccc(C)o3)n2)C(C(=O)NC2CCCC2)c2ccncc2)cc1 (centres undefined) | ? | nt
CN1CCN(C(=O)c2ccc3c(Cl)c4c(nc3c2)CCCC4)CC1 | ? | nt
O=C(CCc1ccccc1)NC(NC(=S)Nc1ccc(Br)cc1)C(Cl)(Cl)Cl (centres undefined) | i | -27
c1ccc(C2=NN(c3ccccc3)C(c3ccco3)C2)cc1 (centres undefined) | 5% | 3
CCCCC(=O)Nc1nnc(/C=C/c2ccc(OC)cc2)s1 | -6% | 6
CCCNc1cc(C)oc(=O)c1C(=O)CCC | -6% | 17
COc1ccc(CCC2(C)NC(=O)NC2=O)cc1 (centres undefined) | ? | nt
Cc1ccc2c(c1)-c1c(ssc1=S)C(C)(C)N2C(=O)CSC1=NCCS1 | ? | nt
CC(C)CNc1nnnc2c1sc1nc(N3CCOCC3)c3c(c12)CCCC3 | -7% | nt
COc1ccc(Nc2nccc(N(C)C)c2C#N)cc1 | ? | nt
COc1ccc(CN(C)C2CCCCC2)c(C)c1C | ? | nt
O=C(CSc1nnc2sc3ccccc3n12)NCc1ccc2c(c1)OCO2 | 11% | -6
Cc1cc(Cn2nc(-c3ccccc3)cc2C(=O)NCc2cccc(C(F)(F)F)c2)on1 | ? | nt
O=c1cc(-c2ccc(O)cc2)oc2c(O)c(O)c(O)c(O)c12 | 4% | 16
Cc1cccn2c(=O)c(C=O)c(N3CCN(C)CC3)nc12 | ? | nt
Cc1ccc(N(CCC#N)C(=O)COC(=O)C2CCN(S(=O)(=O)c3ccc(C)c(C)c3)CC2)cc1 | i[0.0737 µM] | nt
O=C(N/N=C/c1coc2ccccc2c1=O)c1cc(O)cc(O)c1 | 7% | -6
(listing goes on)
SMILES | S3 lipid droplet | S3 lipid droplet cell count max
CCOc1ccc(S(=O)(=O)N2CCN(C(=O)CCOc3ccccc3C)CC2)cc1 | i | nt
CCOC(=O)CC1(c2ccc(OC)c(OC)c2)C(=O)c2ccccc2C1=O | 0% | 13
CNC(=S)N/N=C1\C(=O)c2cccc3cccc1c23 | ? | nt
COC(=O)C1(S(=O)(=O)c2cccc3nsnc23)CC1 | -2% | 7
NCCCNC(=O)Cn1c(=O)c2c3c(sc2n(Cc2ccccc2)c1=O)CCCC3 | 6% | -8
COc1ccc(C(=O)OCC(=O)Nc2c(C)cccc2C)c(OC)c1OC | i | 17
O=C(NCC1CCCO1)c1nn2c(C(F)(F)F)cc(-c3cccs3)nc2c1Br (centres undefined) | ? | nt
CC(C)(C)c1ccc(CN2C(=O)CSC2=O)cc1 | 7% | -13
CCN(CC)c1nc(OCCNC(=O)Nc2ccccc2)nc(N(CC)CC)n1 | ? | nt
COc1cc(/C=N/c2oc(-c3ccccc3)cc2C#N)ccc1O | i | nt
CCOC(=O)c1ccc2[nH]c3c(c2c1)CCCC3 | ? | nt
NS(=O)(=O)c1ccc(CNc2nc(-c3cccnc3)nc3ccccc23)cc1 | ? | nt
Cc1cccc(CSC2=NCCN2S(=O)(=O)c2ccc(F)cc2)c1 | ? | nt
COc1ccc(Cl)cc1Nc1nc(-c2sc(NC(=O)c3ccccc3)nc2C)cs1 | ? | nt
CCOC(=O)c1c(NC(=O)COC(=O)Cc2n[nH]c(=O)c3ccccc23)sc(C(=O)N(C)C)c1C | ? | nt
COc1ccc(C(=O)NC(=S)N2CCN(C)CC2)cc1Br | ? | nt
COc1ccc(OC)c(NC(=O)c2sc3ncnc(N4CCN(c5ccccn5)CC4)c3c2C)c1 | ? | nt
O=C(O)CCn1c(CO)nc2ccccc21 | ? | nt
Cc1onc(-c2ccccc2)c1-c1ccc(S(N)(=O)=O)cc1 | 2% | 1
